High-throughput results as filed in PubChem.
RXFP1 antag = blocks the human relaxin receptor RXFP1; Q9HBX9; HEK293-RXFP1, relaxin-stimulated cAMP HTRF, 30 min; active compounds read low; activity change, negative = inhibition, % at 57.5 µM; actives 0.59% (n = 350,000); AID 1259400;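 active = activity change of -60% or lower, but not beyond a set lower limit; inconclusive = change between -60% and -40%, or beyond the set limit; inactive = change above -40%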; note: % is set by controls: 0 for no effect and ±100 for the full control effect
Vif-APOBEC3G blk = blocks the Vif interaction with human APOBEC3G; HeLa A3G-eYFP + Vif (tagged APOBEC3G with the HIV-1 protein that degrades it), YFP fluorescence, overnight; Potency, µM (series often up to 46.1 µM), for inactives: at the highest dose activity, negative = active, usual class: inhibitors; actives 0.076% (n = 410,000);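 note: potency is the fitted concentration of half-maximal effect; % is set by controls: 0 for no effect and ±100 for the full control effect; nearly all actives have a fitted effect of over 60% in size; hits raise eYFP signal because A3G escapes Vif-driven loss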
Target sequence (Q9HC16 whole entry, looked up): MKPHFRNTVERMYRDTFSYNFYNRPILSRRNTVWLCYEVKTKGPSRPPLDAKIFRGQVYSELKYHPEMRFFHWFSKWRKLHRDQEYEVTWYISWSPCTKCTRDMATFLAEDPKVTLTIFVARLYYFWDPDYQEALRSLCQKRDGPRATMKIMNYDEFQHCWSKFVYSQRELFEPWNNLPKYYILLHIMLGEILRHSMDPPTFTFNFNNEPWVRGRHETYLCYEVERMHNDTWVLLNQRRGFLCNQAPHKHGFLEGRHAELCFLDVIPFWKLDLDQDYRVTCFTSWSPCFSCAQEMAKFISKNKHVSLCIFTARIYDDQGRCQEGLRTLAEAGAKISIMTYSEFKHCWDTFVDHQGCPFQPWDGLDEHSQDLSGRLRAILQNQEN
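Read-out is eYFP fluorescence (Ex 488/Em 500-530) from Vif-expressing HeLa A3G-eYFP cells; more signal means A3G escaped Vif-mediated degradation. Cells plated overnight, compound pinned in, incubated overnight at 37 deg C.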
RXFP1 ag = agonists of human relaxin receptor RXFP1 | Potency, µM (highest dose often 57.5 µM), for inactives: at the highest dose activation, usual class: activators | HEK293T-RXFP1 cAMP TR-FRET, 30 min; response scale: percent of porcine relaxin response, buffer zero | Q9HBX9 | actives 0.3% (n = 370,000); note: potency is the fitted concentration of half-maximal effect; % is set by controls: 0 for no effect and ±100 for the full control effect; nearly all actives have a fitted effect of over 60% in size; many of its hits are not listed in these tables
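Agonist response is measured as cAMP accumulation in an RXFP1-transfected HEK293T line under PDE4 inhibition. Values are scaled between buffer-only and 29 nM porcine relaxin, and EC50s come from standard Hill equation fits.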
D2 potentiator = D2 dopamine receptor (human) potentiation; P14416; HEK293 T-REx D2, calcium flux, EC20 dopamine potentiation; potentiation, % at 10 µM; actives 0.34% (n = 340,000); AID 485347;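 active = potentiation over 3 SD above the plate norm, cut at about 30% in these data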; note: 0% is about no effect
Target sequence (P14416 whole entry, looked up): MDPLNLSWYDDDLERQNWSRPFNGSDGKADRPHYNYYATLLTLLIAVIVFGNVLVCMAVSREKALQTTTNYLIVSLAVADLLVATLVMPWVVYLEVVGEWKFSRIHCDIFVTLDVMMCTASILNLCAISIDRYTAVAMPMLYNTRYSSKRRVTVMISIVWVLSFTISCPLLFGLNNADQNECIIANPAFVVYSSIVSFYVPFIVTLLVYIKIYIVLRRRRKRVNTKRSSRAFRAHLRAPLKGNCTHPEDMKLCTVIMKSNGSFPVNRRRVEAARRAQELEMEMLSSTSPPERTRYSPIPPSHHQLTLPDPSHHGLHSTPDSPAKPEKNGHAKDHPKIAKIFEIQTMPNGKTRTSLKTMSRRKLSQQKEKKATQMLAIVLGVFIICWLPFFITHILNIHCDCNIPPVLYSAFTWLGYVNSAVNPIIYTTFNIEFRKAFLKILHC
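Using a no-wash calcium dye in inducible, force-coupled HEK293 Trex cells expressing D2, we tracked fluorescence each second for 180 s after compound, then for 180 s after EC20 dopamine to detect augmented signalling.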
D1 agonist = agonists of human D1 dopamine receptor. activation, % at 2 µM. AID 504660. P21728. actives 1% (n = 360,000). HEK293 T-REx D1 cells, calcium flux, agonist mode; in the data active = activation above about 30%; note: 0% is about no effect
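Tetracycline-induced HEK293 TREx D1 cells, force-coupled to calcium signalling, were dye-loaded with a no-wash calcium kit. Compound was pin-added after a 10 s baseline. Fluorescence was read kinetically at 1 cycle/s for 180 s, with calcium rises flagged as agonism.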
Vif-APOBEC3F blk = blocks the Vif interaction with APOBEC3F; HeLa A3F-eYFP + Vif (tagged APOBEC3F with the HIV-1 protein that degrades it), YFP fluorescence increase; Potency, µM (top dose mostly 46.1 µM), without a hit: at the top dose activity, negative = active; actives 0.2% (n = 390,000); note: potency is the fitted concentration of half-maximal effect; % of control where 0% means no effect; nearly all actives have a fitted effect of over 65% in size
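HeLa cells stably expressing Vif plus C-terminally eYFP-tagged A3F were seeded, incubated overnight at 37 deg C, dosed with compound, incubated overnight again at 37 deg C. Yellow fluorescence (Ex 488/Em 500-530) reported blocked Vif-mediated A3F-eYFP degradation.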
D1 antag = antagonists of human D1 dopamine receptor; P21728; activity change, negative = inhibition, % at 10 µM; AID 504652; actives 3.2% (n = 360,000); HEK293 TREx D1 cells, calcium flux, dopamine EC80; active compounds read low; in the data active = activity change below about -30%; note: % is set by controls: 0 for no effect and ±100 for the full control effect
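HEK293 T-REx cells expressing inducible, force-coupled D1 receptor; no-wash Ca dye, 30–90 min RT. Cmpd → 180 s read at 1 Hz → EC80 DA → 180 s read.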
GRP78 ERSR act = inducers of ER stress response in human glioma cells | U87-MG GRP78 promoter luciferase reporter, 16 h | Potency, µM, for the others: at the top dose activation, actives largely listed as activators | actives 0.02% (n = 420,000) | AID 602332; note: potency is the fitted concentration of half-maximal effect; series mostly up to about 76 µM; % of control where 0% means no effect; nearly all actives have a fitted effect of over 35% in size
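Stably transfected U87-MG glioma cells carrying a GRP78-based luciferase sensor; 16 h compound incubation. Luminescence end-point read 10 min after Bright-Glo addition at room temperature.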
D1 potentiator = enhances dopamine response at the human D1 receptor; potentiation, % at 10 µM; AID 504651; actives 0.036% (n = 360,000); HEK293 TREx D1 cells, calcium flux, dopamine EC20 potentiation; P21728; in the data active = potentiation above about 30%; note: 0% is about no effect
Starred values were filed as active, the others as inactive; ? = inconclusive; · = no result given. Unless noted, calls come from the whole dose curve; as a rule, active = well fitted curve in the direction sought with a large enough effect; inconclusive = small, poorly fitted or top-dose-only effect, or another doubt; inactive = no such curve, though single readings can be large; an effect the other way counts as inactive or inconclusive. These rows are one share of the data, so the mix of outcomes need not match the whole.

#	Structure	RXFP1 antag	Vif-APOBEC3G blk	RXFP1 ag	D2 potentiator	D1 agonist
1	CCCNC(=O)c1ccc(N2CCC3(CC2)CC(c2ccccc2)=NO3)c(NC(=O)Cc2ccc(F)cc2)c1	·	-7%	0.4%	-6	4
2	O=C(NCCSc1ccccn1)c1ccc(Cl)cc1	1	-11%	1.3%	·	2
3	Cc1nnsc1C(=O)Nc1ccc(S(=O)(=O)N2CCCCC2C)cc1 (configuration not stated)	-8	-1%	-1.7%	1	10
4	CCOC(=O)C1=C(C)NC(=O)CC1c1cc2c(cc1[N+](=O)[O-])OCO2 (configuration not stated)	27	1%	1.3%	2	8
5	CCOC(=O)C1(C(=O)OCC)NC(=O)CC1C(C)C (configuration not stated)	-6	-4%	·	·	·
6	Cc1nnc(SCc2nc(N)nc(Nc3ccccc3)n2)s1	-1	2%	-0.2%	10	5
7	CCCC1CCC(C(=O)Nn2cnc3ccccc3c2=O)CC1 (configuration not stated)	30	0%	-0.2%	10	-4
8	O=C(NCc1ccccc1)/C(=C/c1ccccc1)NC(=O)c1ccco1	0	0%	-1.0%	·	0
9	CC1C(=O)N2CCCc3cc(NS(=O)(=O)c4ccccc4)cc1c32 (configuration not stated)	-7	0%	1.1%	-1	0
10	Cc1ccc(S(=O)(=O)N2CCCC2C(=O)Nc2cc(C)on2)cc1 (configuration not stated)	-23	0%	0.1%	-9	1

#	Vif-APOBEC3F blk	D1 antag	GRP78 ERSR act	D1 potentiator
1	-2%	4	-2%	-7
2	-4%	-28	-10%	-5
3	-13%	-6	-5%	-9
4	0%	1	-5%	0
5	3%	·	-4%	·
6	3%	-5	?	-5
7	-16%	13	-2%	4
8	9%	10	-5%	-4
9	6%	9	0%	-6
10	-9%	-21	-1%	-5

(list continues)
#	Structure	RXFP1 antag	Vif-APOBEC3G blk	RXFP1 ag	D2 potentiator	D1 agonist
11	O=c1cc(CSc2nnnn2-c2ccccc2)nc2nc[nH]n12	-1	-1%	1.7%	·	0
12	CCCCSc1cnn(-c2ccccc2)c(=O)c1SCCCC	-20	-8%	8.3%	·	8
13	CSc1nnc(-c2cccc(NC(=O)c3ccccc3)c2)n1C	-3	1%	0.8%	-10	1
14	Cc1c(NC(=O)CSc2nc3ccccc3n2C)c(=O)n(-c2ccccc2)n1C	-10	-6%	2.5%	4	3
15	CCN(CCS(=O)(=O)c1ccc(Br)cc1)Cc1nc2ccccc2c(=O)[nH]1	1	0%	·	·	·
16	CCOC(=O)C1=C(c2ccccc2)N=c2s/c(=C\c3ccc(O)cc3)c(=O)n2C1c1cccs1 (configuration not stated)	-1	-25%	-0.2%	-7	31*
17	Cc1ccc(SC(C)c2nc(-c3ccccc3)no2)cc1 (configuration not stated)	-6	2%	0.4%	13	3
18	CCn1c(CC(=O)Nc2ccccc2)nnc1SCC(=O)Nc1nnc(C)s1	-11	2%	1.1%	·	0
19	O=S(=O)(c1ccc2nc(Nc3ccc(Br)cc3F)ccc2c1)N1CCCC1	-1	5%	-1.0%	12	4
20	O=S(=O)(c1ccc(Cl)cc1)N1CCCN(c2nc3ccc(Cl)cc3s2)CC1	-6	-1%	0.0%	-1	1

#	Vif-APOBEC3F blk	D1 antag	GRP78 ERSR act	D1 potentiator
11	-10%	8	-4%	-4
12	?	-21	-3%	-7
13	-1%	-22	-2%	5
14	1%	-15	-5%	-2
15	0%	·	-3%	·
16	?	5	4%	2
17	-9%	3	3%	0
18	13%	-24	-5%	2
19	-6%	1	-3%	0
20	-4%	4	-3%	-3

Continued:
#	Structure	RXFP1 antag	Vif-APOBEC3G blk	RXFP1 ag	D2 potentiator	D1 agonist
21	c1ccc(-n2cnnc2SCc2nc3ccccc3s2)cc1	12	-9%	-0.1%	·	3
22	Cc1ccc2c(c1)C(c1ccccc1)N(C(=O)c1c(F)cccc1Cl)CC(=O)N2 (configuration not stated)	5	-2%	0.5%	-2	9
23	O=C(Nc1ccc(S(=O)(=O)NCC2CCCO2)cc1)c1cnccn1 (configuration not stated)	15	3%	-1.9%	-3	2
24	CC(=O)c1cccc(NC(=O)Nc2ccc(C)cc2)c1	-7	-8%	0.5%	9	6
25	CCOC(=O)CNC(c1ccccc1)c1cc(Br)ccc1NC(C)=O (configuration not stated)	-11	2%	1.1%	-20	1
26	COC(=O)c1ccc(COC(=O)CNC(=O)c2ccc(-c3ccccc3)cc2)cc1	-7	0%	-1.0%	-3	7
27	COc1ccc(OCc2cc(C(=O)N3C[C@H]4CC[C@H]3C4)no2)c(Cl)c1	-14	-2%	-1.3%	-2	3
28	COc1ccc(S(=O)(=O)N(C)CC(=O)N2CCN(c3ccc(F)cc3)CC2)cc1OC	0	2%	-1.6%	-3	0
29	CC(C)Oc1ccc(C(=O)Nc2ccc(N3CCCC3)cc2)cc1	12	1%	-0.2%	-2	1
30	Cc1c(-c2ccc(Cl)cc2)c(=O)oc2c(CN3CCOCC3)c(O)ccc12	-3	1%	11%	-9	-1

#	Vif-APOBEC3F blk	D1 antag	GRP78 ERSR act	D1 potentiator
21	1%	5	9%	0
22	13%	-20	-4%	-4
23	5%	17	-4%	6
24	-6%	-8	10%	-2
25	0%	6	-5%	3
26	0%	-6	-3%	10
27	3%	10	8%	-4
28	-1%	9	-5%	0
29	-16%	-15	-3%	-2
30	-14%	-3	5%	-4

The list goes on:
#	Structure	RXFP1 antag	Vif-APOBEC3G blk	RXFP1 ag	D2 potentiator	D1 agonist
31	Cc1ccccc1CN1CCN(C(=O)c2ccc(F)cc2)CC1	-8	2%	-0.3%	-3	1
32	Cc1cccc(C)c1NC(=O)CN(C)C(=O)CN1C(=O)NC(C)(C)C1=O	-6	0%	1.1%	-2	2
33	Cc1c(NC(=O)c2ccco2)c(=O)n(-c2ccccc2)n1C	1	1%	0.1%	4	5
34	CCc1nnc(NC(=O)C(NS(=O)(=O)c2ccc3c(c2)OCCO3)C(C)C)s1 (configuration not stated)	-9	-3%	1.4%	-6	1
35	CS(=O)(=O)c1ccc(-c2cccc(NC(=O)COc3ccccc3)c2)nn1	9	6%	0.2%	27	5
36	COc1ccc2c(/C=C/c3cc[n+](C)cc3)c[nH]c2c1	-9	?	3.1%	1	1
37	Nc1ccc(C(O)(C(F)(F)F)C(F)(F)F)cc1	17	1%	0.2%	14	1
38	COc1ccc(NC(=O)Nc2ccc(F)cc2)c(C)c1	4	1%	5.2%	-4	3
39	O=c1oc2ccccc2cc1-c1ccc(O)cc1O	-8	-1%	0.6%	6	2
40	N#C/C(=C\c1ccncc1)c1nc2ccccc2o1	12	-5%	4.0%	7	5

#	Vif-APOBEC3F blk	D1 antag	GRP78 ERSR act	D1 potentiator
31	-2%	0	-2%	0
32	-3%	22	-7%	-5
33	9%	15	-2%	-2
34	·	1	3%	5
35	11%	-13	-2%	0
36	13µM*	-16	-5%	-4
37	-2%	19	-3%	9
38	2%	-28	-1%	-4
39	0%	-31*	1%	-2
40	-12%	-14	13%	0

Full records from above:
Nc1ccc(C(O)(C(F)(F)F)C(F)(F)F)cc1 across the screens: RXFP1 antag: 17; Vif-APOBEC3G blk: 1%; RXFP1 ag: 0.2%; D2 potentiator: 14; D1 agonist: 1; Vif-APOBEC3F blk: -2%; D1 antag: 19; GRP78 ERSR act: -3%; D1 potentiator: 9
Cc1ccccc1CN1CCN(C(=O)c2ccc(F)cc2)CC1 across the screens: RXFP1 antag: -8; Vif-APOBEC3G blk: 2%; RXFP1 ag: -0.3%; D2 potentiator: -3; D1 agonist: 1; Vif-APOBEC3F blk: -2%; D1 antag: 0; GRP78 ERSR act: -2%; D1 potentiator: 0

Following part.
#	Structure	RXFP1 antag	Vif-APOBEC3G blk	RXFP1 ag	D2 potentiator	D1 agonist
41	COc1ccc(CCNC(=O)C(=O)NCC(c2cccs2)S(=O)(=O)c2cccs2)cc1 (configuration not stated)	·	-13%	1.1%	10	12
42	COc1cccc(C(=O)/C=C/Nc2ccc(S(=O)(=O)Nc3onc(C)c3C)cc2)c1	8	3%	15%	-7	1
43	Cc1ccc(C)n1-c1nn(S(=O)(=O)c2cccc(C(F)(F)F)c2)c2cccc(F)c12	?	-7%	3.0%	0	8
44	CCSc1n[nH]c2nc3c(c(=O)n12)C1(CCCC1)Cc1ccccc1-3	-7	0%	3.8%	9	3
45	CCCOc1ccc(Cl)cc1CNc1ccccc1	?	?	-0.3%	6	1
46	Cc1cc(-c2n[nH]c(=S)n2/N=C/C(Cl)=C/c2ccccc2)n[nH]1	-34	?	-1.6%	-3	1
47	Cc1ccc(C(=O)NNC(=O)c2csc(N3CCOCC3)n2)s1	-5	2%	0.9%	3	2
48	COc1ccccc1-c1noc(CCCC(=O)NC2CCCC2)n1	-15	-2%	1.0%	2	7
49	COc1ccc(S(=O)(=O)N(C)C)cc1NC(=O)CCNC(=O)c1ccco1	1	-7%	0.5%	-8	3
50	O=[N+]([O-])c1cnccc1Nc1ccccc1	7	1%	1.0%	5	2

#	Vif-APOBEC3F blk	D1 antag	GRP78 ERSR act	D1 potentiator
41	-3%	·	-1%	1
42	-11%	-3	2%	-9
43	-1%	10	-5%	-3
44	-12%	4	0%	1
45	-5%	7	-2%	-3
46	?	-5	-5%	0
47	-1%	-8	-1%	1
48	-1%	-9	0%	·
49	-40%	-5	-5%	2
50	2%	2	-5%	5

The listing continues:
#	Structure	RXFP1 antag	Vif-APOBEC3G blk	RXFP1 ag	D2 potentiator	D1 agonist
51	COc1cc(C2NC(=O)NC(C)=C2C(=O)OCC2CCCCC2)ccc1O (configuration not stated)	-1	-1%	-2.4%	6	3
52	CCC(C)NC(=O)c1ccc2c(c1)N=C(C)c1cc(C)ccc1S2 (configuration not stated)	·	?	-2.6%	2	9
53	CNC(=S)N/N=C/c1cn(CCOc2ccccc2OC)c2ccccc12	-16	-3%	1.6%	14	0
54	CCOC(=O)c1c(NC(C)=O)sc2c(O)cccc12	-9	1%	0.7%	-5	0

#	Vif-APOBEC3F blk	D1 antag	GRP78 ERSR act	D1 potentiator
51	12%	8	2%	1
52	-17%	15	-4%	-2
53	0%	-15	-3%	-5
54	-4%	-3	-2%	1
